HGIII-sPLA2 inh = human group III sPLA2 inhibitors, primary screen, biochemical, QFRET, BODIPY PC-A2 liposome substrate; QFRET BODIPY PC-A2 liposome hydrolysis, fluorescence; inhibition, % at 12.2 µM; 370,000 tested, 0.56% active; AID 743126, 2013;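 active = inhibition above mean plus 3 SD of compounds lying within the high and low control bounds, cut at about 19% in these data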;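 also: 0% = median of test compound wells and 100% = no enzyme DMSO wells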
PLCb3 inh = human PLC-beta3 inhibitors, primary screen, biochemical, fluorescence | 1-phosphatidylinositol 4,5-bisphosphate phosphodiesterase beta-3 (Homo sapiens), Q01970 | Purified PLC-beta3, fluorogenic substrate | inhibition, % at 12.2 µM | 370,000 tested, 0.18% active | AID 720704, 2013; in the data active = inhibition above about 11%;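 also: 0% = median of compound wells on plate and 100% = full blocker control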
Target sequence (Q01970 whole entry, looked up): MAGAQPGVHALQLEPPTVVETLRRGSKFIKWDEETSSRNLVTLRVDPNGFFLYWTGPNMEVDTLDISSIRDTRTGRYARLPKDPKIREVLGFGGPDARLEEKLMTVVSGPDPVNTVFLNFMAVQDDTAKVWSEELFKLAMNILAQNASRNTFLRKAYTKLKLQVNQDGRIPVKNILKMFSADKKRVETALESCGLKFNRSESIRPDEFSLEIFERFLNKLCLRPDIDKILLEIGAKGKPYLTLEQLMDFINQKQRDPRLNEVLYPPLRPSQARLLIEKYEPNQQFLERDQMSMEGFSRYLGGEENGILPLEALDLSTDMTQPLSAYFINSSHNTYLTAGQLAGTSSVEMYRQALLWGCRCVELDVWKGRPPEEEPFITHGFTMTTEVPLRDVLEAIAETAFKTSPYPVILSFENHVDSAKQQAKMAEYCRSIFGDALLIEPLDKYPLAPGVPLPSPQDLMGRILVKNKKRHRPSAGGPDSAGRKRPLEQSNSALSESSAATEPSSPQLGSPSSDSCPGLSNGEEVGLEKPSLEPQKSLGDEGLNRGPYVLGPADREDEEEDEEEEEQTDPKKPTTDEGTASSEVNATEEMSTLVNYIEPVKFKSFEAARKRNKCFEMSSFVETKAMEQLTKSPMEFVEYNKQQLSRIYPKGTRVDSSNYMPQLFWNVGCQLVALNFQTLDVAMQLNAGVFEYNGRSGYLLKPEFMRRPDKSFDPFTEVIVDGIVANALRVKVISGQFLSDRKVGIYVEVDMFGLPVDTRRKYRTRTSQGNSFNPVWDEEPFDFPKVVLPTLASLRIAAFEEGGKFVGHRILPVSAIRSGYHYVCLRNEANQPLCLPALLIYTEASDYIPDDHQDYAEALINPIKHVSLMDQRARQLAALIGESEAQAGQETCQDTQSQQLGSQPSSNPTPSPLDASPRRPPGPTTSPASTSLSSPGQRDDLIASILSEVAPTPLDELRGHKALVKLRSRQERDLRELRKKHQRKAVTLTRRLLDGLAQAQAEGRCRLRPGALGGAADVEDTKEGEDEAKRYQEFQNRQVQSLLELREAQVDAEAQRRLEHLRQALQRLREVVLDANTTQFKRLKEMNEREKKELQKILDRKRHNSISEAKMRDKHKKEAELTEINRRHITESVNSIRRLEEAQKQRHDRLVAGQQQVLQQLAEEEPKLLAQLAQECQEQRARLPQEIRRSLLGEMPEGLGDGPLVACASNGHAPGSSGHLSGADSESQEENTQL
hcDAF12 agonist = H. contortus DAF-12 nuclear receptor activators, primary screen, cell-based, luminescence, HEK293, lit1-tk-luc reporter | HEK293 hcDAF-12 lit1-tk-luc reporter; 0% DMSO, 100% Δ7-dafachronic acid | activation, % at 6.8 µM | 370,000 tested, 1.4% active | AID 652067, 2013;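 active = activation above the mean of all tested compounds plus 3 SD, cut at about 5.5% in these data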;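 also: 100% = response to 3 µM Δ7-dafachronic acid high control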
ADAM17 inh = ADAM17 inhibitors, primary screen, biochemical, QFRET | Disintegrin and metalloproteinase domain-containing protein 17 (Homo sapiens), P78536 | recombinant ADAM17, EDANS/DABCYL FRET peptide cleavage | 370,000 tested, 0.83% active | inhibition, % at 6.95 µM;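 active = inhibition above the mean of compounds lying between control limits plus 3 SD, set per campaign, cut at about 8.5% in these data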;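 also: 0% = DMSO-only wells as the low control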
hgDAF12 agonist = H. glycines DAF-12 receptor agonists, primary screen, cell-based, luminescence, HEK293, GAL4 fusion, UAS-luciferase; Nuclear hormone receptor DAF-12 (Heterodera glycines), GAL4 fusion; HEK293 GAL4-hgDAF12 UAS-luciferase reporter, agonist luminescence; normalized to butyrate control; activation, % at 6.8 µM; 370,000 tested, 1.8% active;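 active = activation above a cutoff set at the mean of all screened compounds plus 3 SD, cut at about 10% in these data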;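 also: 0% = DMSO wells and 100% = sodium butyrate wells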
DAX1 inh-1 = DAX1 (NR0B1) inhibitors, primary screen, cell-based, HEK293, Gal4-DAX1, luciferase luminescence; AID 504766, 2011; 340,000 tested, 0.99% active; inhibition, % at 6.75 µM; Nuclear receptor subfamily 0 group B member 1 (Homo sapiens), P51843; HEK293 Gal4-DAX1 luciferase reporter;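 active = inhibition above the mean over all tested compounds plus 3 SD, cut at about 4.2% in these data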;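 also: 0% = DAX1-transfected cells with DMSO and 100% = empty-vector control cells with DMSO; inhibition shows as a rise in luminescence from relieved DAX1 repression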
GAA850 FXN act = FXN promoter activators, primary screen, cell-based, luciferase luminescence, HEK293 lucGAA850; 360,000 tested, 0.56% active; activation, % at 6 µM; HEK293 lucGAA850 FXN promoter luciferase reporter, 24 h; percent of 10 µM SAHA response; AID 540364, 2011;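 active = activation above the average of all compounds screened plus 3 SD, cutoff fixed separately per campaign, cut at about 7.5% in these data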;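 also: 0% = DMSO wells and 100% = 10 µM SAHA wells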
DAX1 inh-2 = DAX1 (NR0B1) inhibitors on StAR promoter, primary screen, cell-based, luminescence, SF-1 (NR5A1), full-length DAX-1; 370,000 tested, 1.1% active; inhibition, % at 6.8 µM; AID 652010, 2013; HEK293T StAR-luciferase reporter, SF-1/DAX-1 repression relief;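 active = inhibition above the mean over all tested compounds plus 3 SD, cut at about 3.6% in these data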;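 also: 0% = DAX-1 cells with DMSO and 100% = cells lacking DAX-1 with DMSO; higher inhibition means more luminescence from relief of DAX-1 repression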
ADAM10 inh = human ADAM10 inhibitors, primary screen, biochemical, QFRET, HTS | Disintegrin and metalloproteinase domain-containing protein 10 (Homo sapiens), O14672 | recombinant ADAM10, EDANS/DABCYL FRET peptide cleavage, 3 h | inhibition, % at 7 µM | 370,000 tested, 0.62% active | AID 720582, 2013;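 active = inhibition above a per-campaign cutoff equal to the mean of compounds falling between control-based bounds plus 3 SD, cut at about 20% in these data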;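 also: 0% = DMSO wells while the 100% control is not disclosed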
PLC-gamma1 inh = PLC-gamma1 enzyme inhibitors, primary screen, biochemical, fluorescence, purified enzyme. 1-phosphatidylinositol 4,5-bisphosphate phosphodiesterase gamma-1 (Homo sapiens), P19174. fluorogenic substrate. inhibition, % at 12.2 µM. 370,000 tested, 0.84% active. AID 720700, 2013; in the data active = inhibition above about 9.5%
ssDAF-12 act = S. stercoralis DAF-12 nuclear receptor activators, primary screen, cell-based, luminescence, HEK293, GRIP1 co-expression, lit1-tk-luc | Nuclear hormone receptor DAF-12 (Strongyloides stercoralis) | HEK293 ssDAF-12/GRIP1 lit1-tk-luc reporter; % of 3 µM dafachronic acid response | activation, % at 6.8 µM | 370,000 tested, 1% active | AID 652126, 2013;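 active = activation above the mean over all tested compounds plus 3 SD, cut at about 0.9% in these data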;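 also: 0% = DMSO-only wells and 100% = 3 µM delta7-dafachronic acid wells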
* = called active by the depositor. Hits appear at their usual frequency (roughly 6.9% active in at least one column).

Oc1ccccc1N1CCN(c2ncnc3sc(-c4ccccc4)cc23)CC1 was read as HGIII-sPLA2 inh -3, PLCb3 inh -55, hcDAF12 agonist -3.5, ADAM17 inh -1, hgDAF12 agonist -2.7, DAX1 inh-1 -1.9, GAA850 FXN act 1.9, DAX1 inh-2 0.0, ADAM10 inh -5, PLC-gamma1 inh -41 and ssDAF-12 act -1.7.
O=C(O)c1cccc2c1C(=O)c1ccc(-c3ccc(F)cc3F)cc1S2(=O)=O was read as HGIII-sPLA2 inh -2, PLCb3 inh -12, hcDAF12 agonist -1.4, ADAM17 inh -5, hgDAF12 agonist 3.1, DAX1 inh-1 0.4, GAA850 FXN act 0.7, DAX1 inh-2 -0.2, ADAM10 inh -14, PLC-gamma1 inh -2 and ssDAF-12 act -1.0.
For Cc1c(NC(=O)COc2c(F)c(F)c(F)c(F)c2F)c(=O)n(-c2ccccc2)n1C the results were HGIII-sPLA2 inh 8, PLCb3 inh 1, hcDAF12 agonist 0.6, ADAM17 inh -2, hgDAF12 agonist 0.5, DAX1 inh-1 1.0, GAA850 FXN act 0.6, DAX1 inh-2 -0.3, ADAM10 inh -7, PLC-gamma1 inh 2 and ssDAF-12 act -0.9.
For Cc1cccc(NC(=O)Nc2cccnc2)c1C the results were HGIII-sPLA2 inh -5, PLCb3 inh -5, hcDAF12 agonist -0.6, ADAM17 inh 2, hgDAF12 agonist 1.9, DAX1 inh-1 1.0, GAA850 FXN act -2.0, DAX1 inh-2 -0.6, ADAM10 inh -7, PLC-gamma1 inh -1 and ssDAF-12 act -0.5.
For Cc1ccnn1-c1ccc(C(=O)NCc2ccccc2CN2CCOCC2)cc1 the results were HGIII-sPLA2 inh 10, PLCb3 inh -2, hcDAF12 agonist -1.7, ADAM17 inh -5, hgDAF12 agonist -3.8, DAX1 inh-1 0.1, GAA850 FXN act -2.2, DAX1 inh-2 -3.1, ADAM10 inh -11, PLC-gamma1 inh 4 and ssDAF-12 act -1.5.
`COc1cccc(C(=O)N2CCN(Cc3nc(-c4ccoc4)oc3C)CC2)c1` gave HGIII-sPLA2 inh -3, PLCb3 inh 2, hcDAF12 agonist -0.2, ADAM17 inh 2, hgDAF12 agonist -1.1, DAX1 inh-1 -0.2, GAA850 FXN act 0.1, DAX1 inh-2 -0.7, ADAM10 inh -7, PLC-gamma1 inh 0 and ssDAF-12 act -1.3.
For CC12CCC(C(=O)Nc3ccccc3)(C/C1=N\O)C2(C)C (configuration not stated) the results were HGIII-sPLA2 inh -1, PLCb3 inh 4, hcDAF12 agonist 0.4, ADAM17 inh -3, hgDAF12 agonist -1.4, DAX1 inh-1 1.0, GAA850 FXN act 0.3, DAX1 inh-2 -0.1, ADAM10 inh 0, PLC-gamma1 inh 2 and ssDAF-12 act -1.7.
Screening CC(=O)NC(c1ccccc1)c1nc(-c2ccc(S(C)(=O)=O)cc2)cs1 (configuration not stated) returned HGIII-sPLA2 inh 1, PLCb3 inh -5, hcDAF12 agonist -0.6, ADAM17 inh -3, hgDAF12 agonist 0.3, GAA850 FXN act 0.8, DAX1 inh-2 -1.6, ADAM10 inh -24, PLC-gamma1 inh 3 and ssDAF-12 act -1.2.
`O=[N+]([O-])c1ccc(NC2CCCC2)cc1` gave HGIII-sPLA2 inh 0, PLCb3 inh 1, hcDAF12 agonist 0.0, ADAM17 inh 1, hgDAF12 agonist 1.1, DAX1 inh-1 -0.1, GAA850 FXN act -0.1, DAX1 inh-2 -0.1, ADAM10 inh 8, PLC-gamma1 inh 2 and ssDAF-12 act -1.6.
Screening Cc1ccc(CN2CCN(Cc3nc(C(C)C)cs3)CC2CCO)cc1 (configuration not stated) returned HGIII-sPLA2 inh 2, PLCb3 inh -9, hcDAF12 agonist -1.7, ADAM17 inh -5, hgDAF12 agonist -1.7, DAX1 inh-1 -3.2, GAA850 FXN act -0.2, DAX1 inh-2 -0.4, ADAM10 inh -10, PLC-gamma1 inh -2 and ssDAF-12 act -1.4.
CC(C)(C)C1CCC(=O)N(CCSc2ccccc2)CC1 (configuration not stated) was read as HGIII-sPLA2 inh 0, PLCb3 inh 6, hcDAF12 agonist 3.5, ADAM17 inh 8, hgDAF12 agonist 4.5, DAX1 inh-1 2.8, GAA850 FXN act 4.0, DAX1 inh-2 1.9, ADAM10 inh 6, PLC-gamma1 inh 13* and ssDAF-12 act 0.0.
For CCN1CC=C2C(C1)C(c1ccc(Cl)s1)C(C#N)=C(N)C2(C#N)C#N (configuration not stated) the results were HGIII-sPLA2 inh -31, PLCb3 inh -183, hcDAF12 agonist -2.0, ADAM17 inh -31, hgDAF12 agonist -1.9, DAX1 inh-1 1.9, GAA850 FXN act 2.4, DAX1 inh-2 -0.6, ADAM10 inh -151, PLC-gamma1 inh -165 and ssDAF-12 act -1.3.
Cc1cc(NC(=O)COC(=O)COc2ccc3c4c(c(=O)oc3c2)CCC4)no1 was read as HGIII-sPLA2 inh 1, PLCb3 inh -19, hcDAF12 agonist -1.2, ADAM17 inh -87, hgDAF12 agonist -0.5, DAX1 inh-1 3.7, GAA850 FXN act -0.2, DAX1 inh-2 0.5, ADAM10 inh -260, PLC-gamma1 inh -11 and ssDAF-12 act -1.8.
CC(C)(C)c1ccc(C(=S)N2CCN(c3ccccc3)CC2)cc1 was read as HGIII-sPLA2 inh 0, PLCb3 inh -13, hcDAF12 agonist -0.2, ADAM17 inh -8, hgDAF12 agonist -2.8, DAX1 inh-1 0.0, GAA850 FXN act 1.6, DAX1 inh-2 0.7, ADAM10 inh -13, PLC-gamma1 inh -2 and ssDAF-12 act -1.2.
For NC(=O)C1CCN(CCS(=O)(=O)c2ccc(Cl)cc2)CC1 the results were HGIII-sPLA2 inh 0, PLCb3 inh -7, hcDAF12 agonist 1.6, ADAM17 inh -2, hgDAF12 agonist -3.5, DAX1 inh-1 -1.2, GAA850 FXN act 2.3, DAX1 inh-2 -0.5, ADAM10 inh -1, PLC-gamma1 inh 1 and ssDAF-12 act -1.3.
`COc1ccc(C2CC(c3ccccc3)=NN2C(=O)CN2N=NC3C(=O)N(c4cccc(F)c4)C(=O)C32)cc1` (configuration not stated) gave HGIII-sPLA2 inh -13, PLCb3 inh -8, hcDAF12 agonist -2.5, ADAM17 inh 14*, hgDAF12 agonist 1.9, DAX1 inh-1 0.1, GAA850 FXN act 1.4, DAX1 inh-2 0.3, ADAM10 inh 13, PLC-gamma1 inh -6 and ssDAF-12 act -1.0.
CC(C)N(C)C(=O)CCc1nnc(CCc2c[nH]c3ccccc23)o1 was read as HGIII-sPLA2 inh -16, PLCb3 inh 3, hcDAF12 agonist -1.3, ADAM17 inh 1, hgDAF12 agonist 6.2, DAX1 inh-1 -0.1, GAA850 FXN act -0.8, DAX1 inh-2 -0.4, ADAM10 inh 1, PLC-gamma1 inh 3 and ssDAF-12 act -1.7.
Screening COc1ccc(C(=O)N2CCN=C2SC)cc1OC returned HGIII-sPLA2 inh 0, PLCb3 inh -1, hcDAF12 agonist -1.4, ADAM17 inh -3, hgDAF12 agonist -0.3, DAX1 inh-1 0.4, GAA850 FXN act 2.9, DAX1 inh-2 0.1, ADAM10 inh 1, PLC-gamma1 inh 1 and ssDAF-12 act -1.1.
Screening CCOC(=O)c1c(-c2ccc(N(C)C)cc2)oc2c1C(OC)CC2 (configuration not stated) returned HGIII-sPLA2 inh 2, PLCb3 inh inactive, hcDAF12 agonist -1.0, ADAM17 inh -220, hgDAF12 agonist -0.3, DAX1 inh-2 0.8, ADAM10 inh inactive, PLC-gamma1 inh inactive and ssDAF-12 act -1.3.
CC1C2C(C)N(C)C(=O)N(C)C2N(C)C(=O)N1C (configuration not stated) was read as HGIII-sPLA2 inh -5, PLCb3 inh -5, hcDAF12 agonist 0.5, ADAM17 inh -2, hgDAF12 agonist 2.4, DAX1 inh-1 -0.9, GAA850 FXN act -1.2, DAX1 inh-2 -0.3, ADAM10 inh 6, PLC-gamma1 inh -1 and ssDAF-12 act -1.8.
For NC(=O)CN1C(=O)NC2(CCCc3ccccc32)C1=O (configuration not stated) the results were HGIII-sPLA2 inh 3, PLCb3 inh -2, hcDAF12 agonist -0.8, ADAM17 inh 2, hgDAF12 agonist -3.0, DAX1 inh-1 -0.1, GAA850 FXN act 1.3, DAX1 inh-2 0.2, ADAM10 inh 5, PLC-gamma1 inh 0 and ssDAF-12 act -1.2.
O=C1C(c2c(O)[nH]c3ccccc23)=Nc2ccccc21 was read as HGIII-sPLA2 inh 3, PLCb3 inh -2, hcDAF12 agonist 5.2, ADAM17 inh -6, hgDAF12 agonist 4.5, DAX1 inh-1 1.3, GAA850 FXN act -1.3, DAX1 inh-2 -0.1, ADAM10 inh -8, PLC-gamma1 inh -2 and ssDAF-12 act 1.3*.
For CC1CN(S(=O)(=O)c2ccc(C(=O)N3c4ccccc4CC3C)cc2)CC(C)O1 (configuration not stated) the results were HGIII-sPLA2 inh 7, PLCb3 inh -4, hcDAF12 agonist 0.1, ADAM17 inh -4, hgDAF12 agonist 3.4, DAX1 inh-1 0.5, GAA850 FXN act 0.2, DAX1 inh-2 0.5, ADAM10 inh -7, PLC-gamma1 inh 2 and ssDAF-12 act -0.2.
Cc1cc(C)n2nc(SCC(=O)N(C)C3CCCCC3)nc2n1 was read as HGIII-sPLA2 inh 1, PLCb3 inh -7, hcDAF12 agonist -1.6, ADAM17 inh -3, hgDAF12 agonist -0.2, DAX1 inh-1 -0.3, GAA850 FXN act 2.3, DAX1 inh-2 -0.5, ADAM10 inh -12, PLC-gamma1 inh -20 and ssDAF-12 act -0.5.
O=C(/C=C/c1ccco1)Nc1cccc(S(=O)(=O)N2CCOCC2)c1 was read as HGIII-sPLA2 inh -5, PLCb3 inh -7, hcDAF12 agonist -3.3, ADAM17 inh 1, hgDAF12 agonist -1.3, DAX1 inh-1 0.6, GAA850 FXN act 1.4, DAX1 inh-2 0.0, ADAM10 inh 0, PLC-gamma1 inh -5 and ssDAF-12 act -1.2.

Source: PubChem
